ROC1-CUL1 inh: blocks human RBX1-Cullin-1 di-ubiquitin formation; P62877+Q13616; in vitro K48 di-Ub FRET, acceptor:donor ratio, 45 min; inhibition, % at 10 µM; hit rate 0.6% among 140,000; in the data active means inhibition above about 25%
Target sequence (P62877 whole entry, looked up): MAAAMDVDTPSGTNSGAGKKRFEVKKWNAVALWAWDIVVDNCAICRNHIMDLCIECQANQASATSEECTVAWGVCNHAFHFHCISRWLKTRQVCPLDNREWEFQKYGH
Target sequence (Q13616 whole entry, looked up): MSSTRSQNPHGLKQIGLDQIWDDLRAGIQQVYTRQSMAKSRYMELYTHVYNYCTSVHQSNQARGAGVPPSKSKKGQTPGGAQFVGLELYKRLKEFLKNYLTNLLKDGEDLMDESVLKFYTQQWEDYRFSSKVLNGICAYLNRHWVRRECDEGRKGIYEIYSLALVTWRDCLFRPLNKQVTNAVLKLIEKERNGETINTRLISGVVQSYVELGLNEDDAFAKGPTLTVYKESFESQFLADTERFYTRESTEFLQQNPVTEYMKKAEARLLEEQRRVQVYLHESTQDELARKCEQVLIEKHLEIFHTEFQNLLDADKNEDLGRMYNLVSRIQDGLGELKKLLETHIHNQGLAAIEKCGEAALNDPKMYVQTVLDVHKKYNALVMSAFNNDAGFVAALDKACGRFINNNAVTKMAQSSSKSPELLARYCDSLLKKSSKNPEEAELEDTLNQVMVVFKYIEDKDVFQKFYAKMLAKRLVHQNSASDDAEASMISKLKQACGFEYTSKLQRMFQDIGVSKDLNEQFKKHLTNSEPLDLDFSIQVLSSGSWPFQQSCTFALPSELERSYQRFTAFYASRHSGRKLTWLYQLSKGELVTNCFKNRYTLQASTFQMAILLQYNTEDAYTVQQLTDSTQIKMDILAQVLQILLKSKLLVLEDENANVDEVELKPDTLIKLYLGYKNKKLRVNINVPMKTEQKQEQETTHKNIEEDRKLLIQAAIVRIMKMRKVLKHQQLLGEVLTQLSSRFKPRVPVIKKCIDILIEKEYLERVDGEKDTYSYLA
Numbers without * were called inactive. Some of the compounds tested. The share of hits here may be higher or lower than overall.

ROC1-CUL1 inh	structure
-9	CCc1ccc(-c2nc3cc(NC(=O)c4ccc(F)cc4)ccc3o2)cc1
-4	Cc1ccc(OCCCCn2nnc3sc4c(c3c2=O)CCCC4)cc1
-1	Cc1ccc(NC(=O)c2ccccc2)c(C(=O)CCCCC(=O)O)c1
0	C=CCc1ccccc1/C=C1\OC(=O)c2ccccc21
16	CC(C)Cn1c(CN2CCCC(C)C2)cnc1S(C)(=O)=O (configuration not stated)
-5	C=CCOc1ccccc1CNCc1ccc(F)cc1
-2	Cc1cc2c(c(=O)o1)C(c1c(Cl)cccc1Cl)C(C#N)C(=N)O2 (configuration not stated)
-1	COCC(=O)N1CCC(Oc2ccccc2C(=O)N2CCCO2)CC1
-4	CSc1ccc(C2NC(=S)N=C(C)C2C(=O)OCC(C)C)cc1 (configuration not stated)
18	Cc1cc(/C=C2\C(=O)NC(=S)N(c3cccc(Br)c3)C2=O)c(C)n1-c1ccc2c(c1)OCO2
7	CCOC(=O)C1C(C)=NC(=O)NC1c1cc(OCC)c(O)c(Br)c1Cl (configuration not stated)
-9	Cc1cccc(NC(=O)C(NS(=O)(=O)c2ccc3c(c2)oc(=O)n3C)C(C)C)c1 (configuration not stated)
-3	Cc1ccc(C2CC(c3ccccc3)c3ccccc3O2)cc1 (configuration not stated)
3	Cc1ccc(F)cc1CNCC1(O)CCCN(CC(C)(C)C)C1=O (configuration not stated)
0	Cc1c(CC(=O)N2CCC[C@H]2CO)c2c(n1Cc1ccccc1F)CCCC2=O
9	CCCOc1cccc(C(=O)Nc2ccc(O)cc2C(=O)O)c1
5	CCC(Oc1ccccc1)C(=O)Nc1ccc(O)c(-c2nc3cc(C)ccc3o2)c1 (configuration not stated)
2	CCOc1ccc(Nc2nn(-c3ccc(OC(F)(F)F)cc3)nc2C(C)=O)cc1
8	C=CCSc1nnc2c(n1)OC(c1ccccc1OC(C)=O)N(C(C)=O)c1ccccc1-2 (configuration not stated)
6	O=C(NCCCNC1NS(=O)(=O)C2CCCCC12)c1ccc(S(=O)(=O)N2CCCCC2)cc1 (configuration not stated)
7	CC1CCN(C(=O)Cn2nnc3sc4c(c3c2=O)CCCC4)CC1
-1	O=C(O)c1ccccc1Nc1ccc2c3c(cccc13)CC2
-7	Oc1ccc(CN2CCC3(CCCN(CCCc4ccccc4)C3)C2)cc1 (configuration not stated)
-3	Cc1ccc(-n2nc(C(=O)NCc3ccc(F)cc3Cl)c3c4ccccc4n(C)c3c2=O)cc1
4	Brc1ccc(OCc2ccccc2)c(CNCC2CCCO2)c1 (configuration not stated)
-1	CCOC(=O)c1c(-c2ccccc2)oc2ccc(NS(=O)(=O)c3cc(C)c(C)cc3C)cc12
-2	COCc1c(C(=O)NC2CCCCC2)nnn1-c1ccc(C)cc1
9	Cc1cc(=O)[nH]c(SCC(=O)Nc2nc(-c3ccc(C4CCCCC4)cc3)cs2)n1
-3	Cc1ccc(C(=O)COc2ccccc2Cl)cc1C
-9	Cc1ccc(-c2nc3ccc(Cl)cn3c2Nc2ccc3c(c2)OCCO3)s1
8	Cc1cccc(CN2CCC(C(=O)Nc3ccccc3)CC2)c1
-1	CSc1ccc(CNCCCN2CCOCC2)cc1
-1	CCOC(=O)c1c(SC)cc2cc(N(C)C)ccn12
-8	COc1cc(C(=O)Nc2cc3c(cc2C(C)=O)OCO3)cc(OC)c1OC
8	CCOC(=O)NC(O/N=C(\N)c1ccc(Cl)cc1)(C(=O)OCC)C(F)(F)F (configuration not stated)
-1	CC(Cc1cccnc1)NC(=O)c1cccc(OC2CCN(C(=O)C3CC3)CC2)c1 (configuration not stated)
0	Cc1ccc(OCc2cc(C(=O)NCCCCCN3CCOCC3)no2)cn1
-4	Clc1ncnc2nc3n(c12)CCCCC3
-2	CC1=C(C(=O)NCc2cccc(F)c2)C2(CCCCC2)OC1=O
-9	CS(=O)(=O)N(CC(=O)Nc1cc(C(F)(F)F)ccc1Cl)c1cccc(Cl)c1Cl
-9	COc1cc(OC)c(NC(=O)c2cc3c(=O)oc4ccc(C)cc4c3s2)cc1Cl
5	CC1(C)Cc2nc(N3CCC(O)CC3)ncc2C(NCc2ccc(CO)o2)C1 (configuration not stated)
5	O=C(COc1ccc(-c2cnc3ccccc3n2)cc1)c1ccc(Cl)cc1
-4	COc1ccc(-c2cn3ccccc3n2)cc1[N+](=O)[O-]
-2	Cc1ccc(S(=O)(=O)N2CCN(C(=O)N(c3ccccc3)c3ccccc3)CC2)c(C)c1
-4	CC(C)(C)OC(=O)N1CCC(c2c(C(=O)N3CCN(c4ccccn4)CC3)cnn2-c2ccccc2Cl)CC1
6	Cc1ccc(NC(=O)c2sc3nc4c(cc3c2N)CN(Cc2ccccc2)CC4)cc1
5	Cc1ccc(-c2nnc(NC(=O)c3ccccc3)s2)cc1
-2	COc1ccc(OC)c(-c2cc(Cl)c3c(c2)CC(CNC(=O)c2ccoc2C)O3)c1 (configuration not stated)
-3	CN(c1ccccc1)S(=O)(=O)c1ccc(Cl)c([N+](=O)[O-])c1
-6	Cc1ccc(C(=O)Cn2c(NCCCO)nc3ccccc32)cc1
10	Cc1ccc(Nc2nc3ccccc3c(=O)s2)cc1
10	O=C(Cn1nc2c(cc1=O)CCCC2)Nc1ccccc1C(F)(F)F
0	CC1=NC2=C(C(=O)CC(C)(C)C2)C(c2cccnc2)C1C(=O)Nc1cccnc1 (configuration not stated)
5	Cc1ccc(C(=O)n2nc(C)c(S(=O)(=O)N3CCCCCC3)c2C)cc1
-7	CCOC(=O)N1CCc2c(sc(NCc3cc(OC)c(OC)cc3OC)c2C(=O)Nc2ccc(OC)cc2OC)C1
-7	Cc1ccc2nc(-c3ccc(NC(=O)CSC4=N/C(=C/c5ccco5)C(=O)N4c4ccccc4)cc3)sc2c1
-9	Cc1ccc(O)c(C(=O)/C=C/C=C/c2ccccc2)c1
-5	O=C1c2ccccc2C2(O)Nc3nc4c(ncn4C4OC(CO)C(O)C4O)c(=O)n3C12O (configuration not stated)
-4	COc1ccccc1NCn1c(-c2ccc(OC)c(OC)c2)cc(=O)sc1=O

Not a retest: 3 of the compounds above.
ROC1-CUL1 inh	structure
-9	Cc1ccc(O)c(C(=O)/C=C/C=C/c2ccccc2)c1
-5	O=C1c2ccccc2C2(O)Nc3nc4c(ncn4C4OC(CO)C(O)C4O)c(=O)n3C12O (configuration not stated)
-4	COc1ccccc1NCn1c(-c2ccc(OC)c(OC)c2)cc(=O)sc1=O

4 of the compounds above, with each value named.
COc1cc(OC)c(NC(=O)c2cc3c(=O)oc4ccc(C)cc4c3s2)cc1Cl
  ROC1-CUL1 inh = -9
CC1(C)Cc2nc(N3CCC(O)CC3)ncc2C(NCc2ccc(CO)o2)C1 (configuration not stated)
  ROC1-CUL1 inh = 5
O=C(COc1ccc(-c2cnc3ccccc3n2)cc1)c1ccc(Cl)cc1
  ROC1-CUL1 inh = 5
COc1ccc(-c2cn3ccccc3n2)cc1[N+](=O)[O-]
  ROC1-CUL1 inh = -4

Additional records follow.
ROC1-CUL1 inh	structure
-1	Cc1cccc(CN2CCCC2C(=O)Nc2ccccc2Oc2cccnc2)c1 (configuration not stated)
-7	COc1cc(CC(=NC(=O)c2ccccc2)C(=O)NCCO)c([N+](=O)[O-])cc1OC
-2	CCCC(=O)N(c1ccc2oc(C)c(C(C)=O)c2c1)S(=O)(=O)c1ccc(F)cc1C
-4	O=C(O)/C=C\c1csc2ccc(Br)cc12
-6	CC#CC(=O)NC1CC(=O)N(CCc2cccc(Cl)c2)C1 (configuration not stated)
-2	COc1ccccc1C(=O)NCc1ccc(C)cc1
1	CCn1c(=O)c2c(nc3n(-c4ccccc4OC)c(C)cn23)n(C)c1=O
2	CCCCSc1nc2c(c(C(F)(F)F)c1C#N)CCC2
-12	O=C(CCNS(=O)(=O)c1cccc2nonc12)Nc1ccc(F)cc1
-4	O=C(CCCN1C(=O)c2cccc3cccc(c23)C1=O)Nc1nc(-c2ccccc2)cs1
0	CCOC(=O)c1cc(-c2ccc(C)cc2)n(CC(=O)Nc2ccc(OC)cc2OC)c1C
1	Cc1cc(N(CCO)CCO)nc(-c2ccc(Br)cc2)n1
-3	Cc1cccc(C(=O)NC(N2CCCCC2c2cccnc2)(C(F)(F)F)C(F)(F)F)c1 (configuration not stated)
-5	COc1cc(/C=C(\C#N)c2nc(-c3cc4ccccc4oc3=O)cs2)ccc1OCc1ccccc1
-8	COc1ccc(N2CCN(C(=O)CC(C)C)CC2)cc1
5	COc1ccc2[nH]c(=O)c(=O)[nH]c2c1
6	COC(=O)c1cc2oc3ccccc3c2n1CC(=O)Nc1ccc(N(C)C)cc1
-6	Cc1ccc(S(=O)(=O)c2nnn3c2nc(N2CCC(C)CC2)c2cc(Cl)ccc23)cc1C
2	CCN(CC)CCOC(=O)C1(c2ccc(OC)c(OC)c2)CCCC1
2	Cc1ccc(C(=O)COC(=O)c2c(C)c(-c3ccc(C)cc3)nc3ccc(Cl)cc23)cc1
71*	COC12C=CC(CC1)C1=C2C(=O)c2c(OC(=O)c3ccccc3)ccc(OC(=O)c3ccccc3)c2C1=O (configuration not stated)
-7	CCCOc1c(Cl)cc(C(=O)N(Cc2cccc(OC)c2)C2CCS(=O)(=O)C2)cc1Cl (configuration not stated)
-16	Cc1ccc(C)c(C(=O)CSc2nc3sc4c(c3c(=O)[nH]2)CCCC4)c1
-13	O=C(Nc1ccccc1NC(=O)c1csnn1)c1csnn1
3	c1ccc(-c2cc(-c3ccccc3)[n+](Cc3ccccn3)c(-c3ccccc3)c2)cc1
-8	Cc1cc(Nc2cccc(Cl)c2)nc2ccc(NC(=O)c3cccnc3)cc12
1	O=S(=O)(Nc1ccc2c(c1)OCCO2)c1cccc(Cl)c1
2	CCCCC(=O)Nc1cccc(C)c1
4	CCc1nc(CN2CCC(CCC(=O)NCCOC)CC2)c(C)[nH]1
-7	COc1cc(C(=O)Nc2cc(C)c(O)c(-c3nc4ccccc4s3)c2)cc(OC)c1OC
6	CC(C)NC(=O)C1CCN(C2CCN(Cc3cnc(N)nc3)CC2)CC1
-2	COC(=O)c1cc2ccccc2n1C
7	COc1ccccc1OCCNC(C)=O
0	COCC(=O)N1CCC(Oc2ccc(C(=O)NCc3cnc(C)cn3)cc2)CC1
6	Cc1ccc(O)c(NC(=O)c2cnn3c(C)cc(C)nc23)c1
-8	CCOC(=O)N1CCN(C(=O)c2ccc3c(c2)N(Cc2ccccc2F)C(=O)c2ccccc2S3(=O)=O)CC1
-3	NC(=O)CSc1nnc(CN2c3ccccc3Sc3ccccc32)o1
-8	COc1ccc(C(=O)CC(=O)c2ccc(Br)cc2)cc1
-7	COC(=O)c1cc([N+](=O)[O-])c(N2CCN(c3ccccc3OC)CC2)c([N+](=O)[O-])c1
-3	CC(NC(=O)C1CCN(S(=O)(=O)c2ccc(F)cc2)CC1)c1ccccc1 (configuration not stated)
9	CCN1CCN(c2csc3ccc(Cl)cc3c2=O)CC1
15	Cc1cc(C)c(NC(=O)CN2CC(C)CC(C)C2)c(C)c1 (configuration not stated)
-10	COc1ccccc1-c1nnc(C2CCN(C(=O)c3cccc(C)c3)CC2)o1
-2	CCOC(=O)C1=C(CSc2nc3c(cc2C#N)CCCCC3)OC(=N)C(C#N)C1c1cccnc1 (configuration not stated)
6	Cc1ccccc1NC(=O)c1ccc(C2CCCN2)s1 (configuration not stated)
3	OCCC1CN(C2CCOCC2)CCN1Cc1ccccc1F (configuration not stated)
3	COc1cccc(N=c2ssc3c2-c2ccc(C)cc2N(C)C3(C)C)c1
1	CCN(CC)CCNC(=O)CN1N=C(c2ccc(OC)cc2)CCC1=O
12	C=CCNC(=O)c1ccc(NS(C)(=O)=O)c(C)c1
12	O=C(OCC1Cc2ccccc2C1OC(=O)c1ccc([N+](=O)[O-])cc1)c1ccc([N+](=O)[O-])cc1 (configuration not stated)
8	O=C(/C=C/c1ccccc1)O/N=C1\CCCSc2ccccc21
-4	O=C(OC(c1ccc(Cl)cc1)C1OC(=O)c2ccccc21)c1ccc([N+](=O)[O-])cc1 (configuration not stated)
6	CC1(C)CC(=O)CC(=Nc2ccccc2F)C1
-7	O=C(O)c1cc(S(=O)(=O)O)cc(Nc2c3ccccc3nc3ccccc23)c1O
-3	COc1cccc(NC(=O)CSc2nnc(-c3cccc(OC)c3)o2)c1
5	O=C(COc1ccc(Cl)cc1)Nc1nnc(S(=O)(=O)N2CCc3ccccc32)s1
-5	CCOc1ccc(OCC)c(NC(=O)CCC(=O)N2CCOc3ccccc32)c1
1	Cn1c(=O)n(C)c2cc(/C=C3/SC(=O)N(Cc4ccccc4Cl)C3=O)ccc21
5	Cc1ccc(-c2nnc(Nc3ccc(Br)cc3)c3ccccc23)cc1S(=O)(=O)N1CCOCC1
-3	O=C(COCc1cc(-c2ccc(F)cc2)on1)Nc1cccc(Cl)c1Cl

(cont.)
ROC1-CUL1 inh	structure
5	O=C(CCSc1ccccc1)N/N=C/c1cccc(Oc2ccccc2)c1
2	Cc1ccc(-c2noc(-c3ccccc3NC(=O)C3CC(=O)N(c4ccc(C)cc4)C3)n2)cc1 (configuration not stated)
10	O=C(Cc1cccnc1)NCc1cccnc1Oc1cccc(C(F)(F)F)c1
-13	CCOC(=O)c1snc(-c2ccccc2)c1N
8	OC(CN1c2ccccc2Sc2ccccc21)Cn1nnc2ccccc21 (configuration not stated)
5	CCOC(=O)c1cc(NC(=O)CSc2nc3ccccc3s2)cc(C(=O)OCC)c1
-6	CC(C)(C)NCc1ccc(OCCO)cc1
-2	Cc1ccc(-c2csc(N/N=C/c3ccc(OC(=O)c4cccc(C)c4)cc3)n2)cc1

Some of the entries so far, comma-delimited.
molecule,ROC1-CUL1 inh
O=C(CCSc1ccccc1)N/N=C/c1cccc(Oc2ccccc2)c1,5
CCOC(=O)c1snc(-c2ccccc2)c1N,-13
Cc1ccc(-c2csc(N/N=C/c3ccc(OC(=O)c4cccc(C)c4)cc3)n2)cc1,-2
